Pf growth 48h – P. falciparum growth inhibition at 48 hours (one generation); P. falciparum luciferase growth in erythrocytes, 48 h; Potency, µM (top dose mostly 28.7 µM), for the others: at the highest dose activity change, negative = inhibition, hits mostly inhibitors; 310,000 tested, 5.9% active; further: potency means the concentration at half of the fitted maximal effect; on the % scale 0 is the no-effect control and ±100 the full control effect
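Cell-based growth assay: transgenic P. falciparum expressing firefly luciferase, cultured in red cells within RPMI 1640 containing 0.5% w/v Albumax, 24 mM bicarbonate and gentamycin. A drop in luciferase activity indicates inhibition.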
Shiga inhibitor – inhibitors of Shiga toxin in Vero cells; 290,000 tested, 9.2% active; Vero cells, Shiga toxin protein synthesis inhibition reporter; inhibition, % at 38.7 µM; in the data active means inhibition mostly above about 28%, no sharp cut-off; inactive means mostly below about 43%; further: 0% is about no effect
Cycloheximide cs – counter-screen for Shiga toxin inhibitors: cycloheximide protein synthesis inhibition. 300,000 tested, 12% active. AID 2314. cell reporter, cycloheximide protein synthesis inhibition counterscreen. max response, %; in the data active means max response mostly above about 13%, no sharp cut-off; inactive means mostly below about 14%; further: read at 38.3 µM for the half of the compounds with a filed dose; 0% is about no effect
HCV inhibitor – inhibitors of hepatitis C virus infection. 340,000 tested, 3.4% active. Potency, µM (top dose mostly 41.8 µM), inactives show at the top dose activity change, negative = inhibition, actives largely listed as inhibitors. Huh7.5.1 HCVcc-Cre infection, luciferase reporter, 44 h; further: potency means the concentration at half of the fitted maximal effect; on the % scale 0 is the no-effect control and ±100 the full control effect
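Cells (1,000/well) were plated 4 h before compound, then infected with HCVcc-Cre virus (~0.5 moi). After 44 h further culture, infection was read as luciferase luminescence following a 15 min substrate incubation at room temperature.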
Giardia FBPA inh – blocks Giardia fructose-bisphosphate aldolase activity; A8B2U2; purified Giardia FBPA; Potency, µM (doses to about 59.6 µM), without a hit: at the top dose activity, negative = inhibition, usual class: inhibitors; 290,000 tested, 0.71% active; further: potency means the concentration at half of the fitted maximal effect; on the % scale 0 is the no-effect control and ±100 the full control effect; nearly all actives have a fitted effect of over 55% in size
Target sequence (A8B2U2 whole entry, looked up): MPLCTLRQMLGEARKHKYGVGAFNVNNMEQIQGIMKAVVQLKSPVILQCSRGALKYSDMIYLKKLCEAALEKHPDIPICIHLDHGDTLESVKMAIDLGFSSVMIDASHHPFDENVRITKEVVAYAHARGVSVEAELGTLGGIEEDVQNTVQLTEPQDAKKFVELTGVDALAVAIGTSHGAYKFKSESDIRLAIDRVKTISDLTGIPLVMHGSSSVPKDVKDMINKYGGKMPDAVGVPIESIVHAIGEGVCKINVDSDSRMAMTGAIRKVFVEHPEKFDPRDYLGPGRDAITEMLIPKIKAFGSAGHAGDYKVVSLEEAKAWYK
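Giardia FBPA (40 nM reagent) was preincubated 10 min at RT with compound (up to 57.5 uM final), then substrate plus GAPDH/TPI/NAD/arsenate coupling system with diaphorase/resazurin was added; resorufin fluorescence (525/598 nm) was read after 20 min.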
Pf growth 96h – P. falciparum growth inhibition at 96 hours; Potency, µM (doses to about 28.7 µM), for inactives: top-dose activity change, negative = inhibition, hits mostly inhibitors; 320,000 tested, 6.9% active; AID 504834; P. falciparum luciferase reporter growth, 96 h; further: potency means the concentration at half of the fitted maximal effect; on the % scale 0 is the no-effect control and ±100 the full control effect
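Infected RBCs, 2% Hct / 0.05% parasitemia final; luciferase-reporter P. falciparum; cpd 96 h, 37 C, 5% CO2; luciferase detection reagent; luminescence.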
* hit, by the source's call; ? = inconclusive; / = no result given; & = joins results of further samples; [ ] = remark or other dose. Unless noted, the call rests on the fitted dose curve; in most records, active means well fitted curve in the direction sought with a large enough effect; inconclusive means small, poorly fitted or top-dose-only effect, or another doubt; inactive means no such curve, though single readings can be large; an effect the other way counts as inactive or inconclusive.

The opening 5 entries as a preview:
SMILES	Pf growth 48h	Shiga inhibitor	Cycloheximide cs	HCV inhibitor	Giardia FBPA inh	Pf growth 96h
O=C(CSC1=NCCS1)N1CCCC1	16%	-17	-3	-12%	1%	-5%
Cc1cc2cc3c(cc2nc1SCC(=O)O)OCCO3	22%	-2	-1	13%	4%	?
Cc1ccc(C)c(NC(=S)NC2CC3CCC(C2)N3Cc2ccco2)c1 (stereo unspecified)	?	-6	-1	4%	-4%	12µM*
O=C(O)CCc1ccc(-c2ccccc2)n1NC(=O)c1sc2ccccc2c1Cl	/	-7	-3	14%	21%	3%
CN1CCN(c2nc3c(c(=O)[nH]c(=O)n3C)n2CCOc2ccccc2)CC1	7%	-2	-2	-1%	0%	101%[activator]

This part in full, repeating the preview:
SMILES	Pf growth 48h	Shiga inhibitor	Cycloheximide cs	HCV inhibitor	Giardia FBPA inh	Pf growth 96h
O=C(CSC1=NCCS1)N1CCCC1	16%	-17	-3	-12%	1%	-5%
Cc1cc2cc3c(cc2nc1SCC(=O)O)OCCO3	22%	-2	-1	13%	4%	?
Cc1ccc(C)c(NC(=S)NC2CC3CCC(C2)N3Cc2ccco2)c1 (stereo unspecified)	?	-6	-1	4%	-4%	12µM*
O=C(O)CCc1ccc(-c2ccccc2)n1NC(=O)c1sc2ccccc2c1Cl	/	-7	-3	14%	21%	3%
CN1CCN(c2nc3c(c(=O)[nH]c(=O)n3C)n2CCOc2ccccc2)CC1	7%	-2	-2	-1%	0%	101%[activator]
CCCCN(C(=O)c1cccc(S(=O)(=O)N2CCCCC2)c1)C1CCS(=O)(=O)C1 (stereo unspecified)	-4%	-2	-4	5%	-4%	?
COc1ccc(N(CC(=O)Nc2ccc3c(c2)OCCO3)S(C)(=O)=O)c(OC)c1	32%[activator]	76*	34*	-3%	-8%	3%[5.75 µM]
O=C(c1cccc(C(F)(F)F)c1)C1CCCN(Cc2cccn2-c2ncccn2)C1 (stereo unspecified)	?	-17	0	?	2%	316%[activator]
COc1cc(Cl)c(C)cc1N1C(=O)CN(Cc2ccccc2)C1=S	?	-7	-3	-17%	6%	25%
O=C(NCc1ccccn1)c1cc(-c2ccc(-c3ccccc3)cc2)nc2ccccc12	?	128*	20*	?	0%	?
CC(CCc1ccccc1)NC(=O)c1ccccc1 (stereo unspecified)	4%	12	10	-3%	3%	/
CCc1nnc(NC(=O)CCNC(=O)c2ccccc2Cl)s1	16%	-2	-4	3%	2%	-12%
Cc1ccc(N(Cc2ccccc2)C(=O)c2ccc(S(=O)(=O)N3CCOCC3)cc2)cc1	13µM*	/	/	-7%	/	?
CCN(c1ccccc1)S(=O)(=O)c1ccc(OC)c(NC(=O)Cc2ccc(F)cc2)c1	?	/	/	?	/	10µM*
CC(=O)c1cccc(NC(=O)CN2C(=O)c3cccnc3Oc3ccc(Cl)cc32)c1	13µM*	2	8	-14%	/	?
O=C(CS(=O)(=O)c1ccccc1)Nc1ccc(S(=O)(=O)Nc2ncccn2)cc1	0%	-14	-1	12%	8%	7%
O/N=C/c1cn(-c2ccccc2)nc1-c1ccccc1	1%	12	14*	?	-3%	16%
CCC(NC(=S)NC1CCCCC1)c1ccccc1 (stereo unspecified)	?	-8	-2	/	3%	?
CCCC(=O)N(Cc1cc(=O)[nH]c2ccccc12)c1ccc(OC)cc1	-21%	4	-4	7%	-3%	?
Cc1ccc(S(=O)(=O)C2(C(=O)N3CCCCC3C)CC2)cc1 (stereo unspecified)	13%	-11	-3	2%	5%	49%[activator]
CCCn1c(SCC(=O)c2c(C)[nH]c(C)c2C(=O)OCC)nc2ccccc21	-17%	-6	-3	?	-2%	?
CCOC(=O)c1nc(Nc2cc(C)cc(C)c2)c2ccccc2n1	?	-8	-4	?	-2%	?
Cc1cc(C)c(S(=O)(=O)c2ccccc2)c(OC(=O)c2cc(F)c(F)cc2Cl)n1	-2%	5	-4	16%	2%	4%
CC(=O)c1[nH]c(C)c(C(=O)N2CCCC(Nc3ccc(C(C)C)cc3)C2)c1C (stereo unspecified)	-13%	-8	-3	13%	-5%	54%[activator]
O=C(CCC(=O)c1ccc(Oc2ccccc2)cc1)Nc1cccc(Cl)c1Cl	4%	-9	0	0%	3%	?
CC(C)c1nnc(NC(=O)c2cnccn2)s1	72%[activator]	38*	17*	3%	0%	-29%
O=C(NCCS(=O)(=O)N1CCN(c2ccccc2)CC1)C1CCCC1	0%	/	/	22%	/	-18%
CCC(CC)C(=O)NCCc1ccc(S(N)(=O)=O)cc1	7%	-10	-3	-15%	5%	4%
O=C(CCN1CCOCC1)NNC(=S)NC(=O)c1ccccc1	?	24	-1	4%	?	?
Cc1cccn2c(Nc3ccccc3)c(-c3ccccn3)nc12	?	5	9	-7%	12%	?
Cc1ccc(Oc2ccc(NC(=O)C3=CC=CN4CCS(=O)(=O)N=C34)cc2)cc1	-18%	/	/	-2%	/	?
COc1ccccc1OCC(=O)N1CCCC(Nc2ccc(C)c(C)c2)C1 (stereo unspecified)	-15%	-34	8	6%	/	-5%
Cc1cc(-c2nnc(SCC(=O)Nc3ccc(F)c(F)c3)n2N)n[nH]1	-10%	4	1	9%	/	?
O=C(NCc1cccnc1)c1ccc(-c2cc(Cl)ccc2Cl)o1	?	-14	1	?	-2%	12µM*
COCCNc1ccc(N2C(=O)CCCC2=O)cc1[N+](=O)[O-]	-5%	-20	-9	4%	8%	29%
COc1ccc(NC(=O)C(CC(C)C)NC(=O)C2CCC(C)CC2)c(OC)c1 (stereo unspecified)	?	28	7	-10%	-15%	-29%
Cc1cc2oc(=O)cc(CN3CCN(S(=O)(=O)c4ccc5c(c4)OCCO5)CC3)c2cc1C	?	-8	-2	7.1µM*	5%	?
CCCCCCC1(C)NC(=O)N(C(C)C(=O)Nc2ccc(N3CCOCC3)cc2)C1=O (stereo unspecified)	-29%	/	/	22%	/	-7%
COc1ccc(N(C)S(=O)(=O)c2cccc(C(=O)Nc3nc(C)cs3)c2)cc1	13µM*	/	/	?	/	?
CC(C)(C)c1cc(C(F)(F)F)n2ncc(-c3ccccc3)c2n1	36%[5.75 µM]	9	9	?	-3%	?
Cc1ccc(NC(NC(=O)c2cccnc2)C(Cl)(Cl)Cl)cc1 (stereo unspecified)	-22%	-9	1	2%	-3%	13µM*
COc1ccc(N2CCN(CCCNC(=O)C3(S(=O)(=O)c4ccc(Cl)cc4)CC3)CC2)cc1	?	-2	2	-24%	-1%	/
COC(=O)C1=C(C)N(Cc2ccccc2)C(=S)N[C@H]1c1cccc(F)c1	?	-3&-1	-3&-1	-21%	-5%&24%	?
O=C(NC1CCCCC1)c1cc(-c2cccs2)on1	192%[activator]	117*	50*	6%	-4%	?
N#C/C(=C\c1c(N2CCN(Cc3ccccc3)CC2)nc2ccccn2c1=O)S(=O)(=O)c1ccccc1	?	-2	1	-22%	/	?
C=C1CC2C(=O)N(Cc3cc(OC)ccc3OC)C(C(=O)OCC)(C(=O)OCC)C1N2C(=O)OC(C)(C)C (stereo unspecified)	/	-2	13	0%	0%	/
CC(C)Sc1cc(Cl)nc(NC(=O)Nc2ccccc2)n1	2%[0.00184 µM]	50	29*	21%	5%	15%
CC(=O)NNC1=Nc2ccccc2N(C)C(C)C1 (stereo unspecified)	-4%	-5	-2	-6%	-3%	?
CCOC(=O)C1CCN(S(=O)(=O)Cc2ccccc2)C1=O (stereo unspecified)	/	-6	1	12%	3%	32%[5.75 µM]
Cc1cc(C)cc(NS(=O)(=O)c2coc(C(N)=O)c2)c1	9%	-4	-4	10%	-16%	?
CCOC(=O)C1=C(C)OC(N)=C(C#N)C1c1ccc(C)o1 (stereo unspecified)	/	-15	-3	-9%	-3%	-8%
COc1ccccc1CC(=O)N1CCOCC1	-1%	/	-2	17%	-11%	-27%
CCC[C@@H](CNC)NC[C@H](Cc1ccccc1)NCCCCc1ccccc1	?	-11	-7	?	18%	1.7µM*
O=C(CC1NC(=O)NC1=O)Nc1ccc(Cl)cc1 (stereo unspecified)	/	14	12	4%	-5%	-16%
COc1ccc(C(=O)Nc2ccnn2C2CCN(Cc3ccn[nH]3)CC2)cc1	17%	32	5	11%	/	65%[activator]
Cc1c(OCC(=O)N2C[C@H]3C[C@@H](C2)c2cccc(=O)n2C3)ccc2c3c(c(=O)oc12)CCCC3	-28%	-6	-2	3%	-2%	?
COc1ccc(-c2ccc3c(c2)S(=O)(=O)c2cccc(C(=O)NCCOc4ccccc4)c2C3=O)cc1OC	12%	/	/	?	/	-17%
Cc1nc(C)c(N)c(=O)[nH]1	?	-9	-2	7%	-28%	?
Brc1cccc(CSc2nnc(-c3ccncc3)o2)c1	-22%	-6	-5	?	4%	29%
CCn1c(SC/C=C/c2ccccc2)nnc1-c1cnccn1	?	4	15	-16%	-4%	/

The list goes on:
SMILES	Pf growth 48h	Shiga inhibitor	Cycloheximide cs	HCV inhibitor	Giardia FBPA inh	Pf growth 96h
Cc1scc(C(=O)Nn2cnnc2)c1-c1ccccc1	-27%	-23	7	14%	-2%	12%
N/C(=N\S(=O)(=O)c1cc(C(F)(F)F)cc(C(F)(F)F)c1)c1ccncc1	46%[activator]	-21	-3	13%	/	?
Cc1ccc(OCC(O)CNC2CCCC2)c(C)c1 (stereo unspecified)	?	2	2	-27%	-27%	13µM*
NC(=S)N/N=C/c1ccc(/C=N/NC(N)=S)cc1	10%	1	-2	-6%	1%	23%
Cc1ccc(-c2nnn(CC(=O)N3CCCCC3)n2)c(-n2cnnn2)c1	-6%	-18	1	-5%	12%	23%
CC1=CCP(=O)(c2ccccc2)C1 (stereo unspecified)	30%	-7	2	-4%	-9%	92%[activator]
Cc1cc(C=C2C(=O)CCCC2=O)c(C)n1-c1ccccc1	-9%	10	16*	6%	-12%	-58%
O=C(CNC(=S)N(Cc1ccccc1Cl)C1CCCC1)NCCN1CCOCC1	10µM*	19	-2	17%	-2%	38%[activator]
O=C(COc1ccc2ccccc2c1)N1CCCC1	-24%	79*	40*	0%	-15%	20%
COCCN(CCOC)Cc1c(O)ccc2c1O/C(=C\c1ccco1)C2=O	/	3	-1	21%	?	-15%
CCCCCCCCCCS(=O)(=O)N/N=C/c1ccc(O)cc1	10%	-1	7	7%	-3%	2%
Cc1ccc2[nH]c3c(c2c1)CN(C(=O)CN(C)CC1OCCO1)CC3	9%	-9	-1	-9%	-3%	?
Cc1ccccc1S(=O)(=O)Nc1nc2ccccc2nc1N1CCc2ccccc2C1	12%	93*	37*	20%	-1%	-52%
COc1cccc(-c2nnc(NC(=O)CCS(=O)(=O)c3ccc(C)cc3)o2)c1	?	/	/	0%	/	?
Cc1cc(C)n(CCNC(=O)CCc2nnc(CCc3ccccc3)o2)n1	3%	-1	-3	15%	1%	-27%
C/C(CC(=O)NC1CCCC1)=N\NC(=O)Cc1csc(N)n1	10%	7	1	24%	1%	6%
Nc1cc2c(cc1Cl)N(Cc1ccccc1)C(=O)CO2	-27%	/	/	?	/	-23%
CSc1ccc(C(c2c(C(=O)O)[nH]c3ccccc23)c2c(C(=O)O)[nH]c3ccccc23)cc1	-1%	/	-2	-21%	15%	-26%
COCCNC(=O)Cn1nc(-c2ccc(Cl)cc2)c2ccccc2c1=O	6%	-19	-1	1%	1%	?
COC(=O)c1ccc(S(=O)(=O)NCc2ccccc2)n1C	4%	-2	-1	4%	11%	71%[activator]
Cc1cc(C)c(N(Cc2ccccc2)S(=O)(=O)c2ccc(OCCNC(=O)c3cc4ccccc4o3)cc2)c(C(=O)NO)c1	/	-3	-8	/	6%	/
Cc1ccc(-n2ncc3c2CC(C)(C)CC3NC(=O)c2c(C)noc2C)cc1 (stereo unspecified)	-18%	6	16	0%	/	?
COc1ccccc1C(=O)NC(=Nc1nc2ccccc2o1)NC(=O)c1ccccc1OC	?	22*	17*	?	1%	-28%
Nc1ccccc1Nc1cccc(C(F)(F)F)c1	6%	16	20	-27%	-13%	?

Screening data (PubChem BioAssay)
